Compound activity as filed in PubChem BioAssay.
NPYLR7 agonist = activates Aedes aegypti NPYLR7 receptor | HEK293T NPYLR7/Galpha15, GCaMP6s calcium fluorescence | activation, % at 10 µM | actives 0.15% (n = 270,000) | AID 1259423; in the data active means activation above about 40%;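 further: 0% = vehicle and 100% = reference agonist at the receptor; some compounds past the cut are filed as inactive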
mcGAS lum = blocks mouse cGAS activity; Q8C6L5; recombinant cGAS, Kinase-Glo ATP depletion luminescence; inhibition, % at 12.5 µM; actives 0.15% (n = 160,000);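 further: 0% = negative control wells and 100% = reference inhibitor with no enzyme activity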
hcGAS inh = human cGAS inhibition. inhibition, % at 12.5 µM. actives 0.081% (n = 290,000). recombinant h-cGAS, ATP depletion, Kinase-Glo luminescence;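 further: 0% = vehicle reaction and 100% = reaction without DNA for no activity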
Target sequence (Q8N884 whole entry, looked up): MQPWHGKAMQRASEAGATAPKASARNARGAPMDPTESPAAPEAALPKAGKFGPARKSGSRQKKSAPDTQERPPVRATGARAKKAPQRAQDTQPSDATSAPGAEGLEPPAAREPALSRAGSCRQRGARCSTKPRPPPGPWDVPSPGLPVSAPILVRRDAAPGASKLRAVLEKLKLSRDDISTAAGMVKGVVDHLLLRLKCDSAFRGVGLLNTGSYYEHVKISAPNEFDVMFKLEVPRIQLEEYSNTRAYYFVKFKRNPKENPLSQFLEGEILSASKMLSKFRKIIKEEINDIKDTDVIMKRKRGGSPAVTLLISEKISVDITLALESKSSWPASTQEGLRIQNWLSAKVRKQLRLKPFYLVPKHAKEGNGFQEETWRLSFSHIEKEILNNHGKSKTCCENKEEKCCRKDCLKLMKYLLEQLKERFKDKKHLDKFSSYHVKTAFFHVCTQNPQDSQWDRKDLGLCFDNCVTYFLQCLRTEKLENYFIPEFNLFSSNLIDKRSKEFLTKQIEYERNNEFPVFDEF
* = called active by the depositor; . = not tested or not shown; & = joins results of further samples. Unless noted, no stated cut-off is given here; in the data, active means inhibition above about 40%; inactive means the rest. Hits appear at their usual frequency; 0.27% or so of the library scored in one or more.

SMILES	NPYLR7 agonist	mcGAS lum	hcGAS inh
CC(C)c1ccccc1NC(=O)C1CC=CCC1C(=O)N1CCN(c2ccccn2)CC1 (stereo not given)	-2	-5	-6
CNC(=O)[C@@H]1C[C@H](N)CN1S(=O)(=O)c1sccc1C	.	-8	-1
Cc1ccsc1[C@@H]1CCN(C(=O)C2=NNC(=O)CC2)C[C@H]1O	22	.	-5
CC(C)COCC(O)CN(Cc1ccccc1)Cc1ccco1 (stereo not given)	16	-5	-4
COc1ccc(OC)c(C2c3[nH]c4ccccc4c3CCN2CC(=O)Nc2nnc(C)s2)c1 (stereo not given)	6	.	2
CCN1CCN(c2c(CN(CCC(C)C)S(=O)(=O)c3cc(Cl)ccc3Cl)c(C)nn2-c2ccccc2)CC1	0	-7	-8
N#CCSc1n[nH]c(-c2ccccc2Br)n1	9	.	1
Cc1cccn2c(=O)c3cc(C(=O)NC4CC(C)CC(C)(C)C4)sc3nc12 (stereo not given)	6&-6	.	-6&-4
FC(F)(F)c1nc(-n2nnc3ccccc32)c2ccccc2n1	2	-1	-2
COc1ccc(-n2c(=O)c3c4c(sc3n3c(SCC(N)=O)nnc23)CCCC4)cc1	-3	-5	-2
CCN(CC)C(=O)c1cccc(C)c1	-5	-6	-5
CCNC(=O)N(Cc1cc(N)ccc1N(C)C)C1CCCCC1	-3	-6	-3
CCn1cc(C(=O)N2CCCSC2=Nc2ccccc2)c(=O)c2ccc(C)nc21	1	.	1
CCOC(=O)Cn1c(CN(C)Cc2ccccc2)nc2c1c(=O)n(C)c(=O)n2C	5	-7	-7
Cc1c(C(=O)NC2CC2)cnn1-c1ccccc1	31	-4	-9
CCOc1ccc(C(=O)N2CCN(c3ccccc3OC)CC2)cc1OCC	-16	-6	-7
COC(=O)c1cc2n(n1)CCN(C(=O)CCN1CCCCO1)C2	3	.	-2
Cc1c(C(=O)NC(C)CCc2ccccc2)cc(-c2ccccc2)n1-c1ccccc1F (stereo not given)	-11	-5	-7
CCc1oc(C(=O)N(C)Cc2snnc2C)cc1CN1CCCC1	0	.	-4
CCc1ccc(NC(=O)c2coc3ccccc23)cc1S(N)(=O)=O	-4	.	-1
O=C(C1CCC1)N(Cc1cccc(C(F)(F)F)c1)CC1CC(c2ccc(Cl)c(Cl)c2)=NO1 (stereo not given)	2	-4	-2
Clc1ccc(-c2nc(-c3ccncc3)no2)cc1Cl	7	.	-7
CNCC(=O)NC1CCCN(C(=O)c2cccs2)C1 (stereo not given)	0	-9	-6
Cc1nc2nc3ccn(CCO)c(=O)c3c(-c3ccccc3)n2n1	-17	.	-5
COc1nc2cn(C3CCCC3)c(O)c2cc1CNc1nccc(C)n1	.	-11	-7

Rewritten with bars between the fields: 7 of the compounds above
SMILES | NPYLR7 agonist | mcGAS lum | hcGAS inh
CCc1oc(C(=O)N(C)Cc2snnc2C)cc1CN1CCCC1 | 0 | . | -4
CCc1ccc(NC(=O)c2coc3ccccc23)cc1S(N)(=O)=O | -4 | . | -1
O=C(C1CCC1)N(Cc1cccc(C(F)(F)F)c1)CC1CC(c2ccc(Cl)c(Cl)c2)=NO1 (stereo not given) | 2 | -4 | -2
Clc1ccc(-c2nc(-c3ccncc3)no2)cc1Cl | 7 | . | -7
CNCC(=O)NC1CCCN(C(=O)c2cccs2)C1 (stereo not given) | 0 | -9 | -6
Cc1nc2nc3ccn(CCO)c(=O)c3c(-c3ccccc3)n2n1 | -17 | . | -5
COc1nc2cn(C3CCCC3)c(O)c2cc1CNc1nccc(C)n1 | . | -11 | -7

The list continues.
SMILES	NPYLR7 agonist	mcGAS lum	hcGAS inh
C=CC[C@H]1CC(C)=C[C@H](CC=C)N1C(=O)CS(C)(=O)=O	11	.	-9
CCSCCN(C(=O)CC1CCOCC1)C1CCCCC1	1	-13	-4
O=C(Nc1c[nH]c2ccccc12)N1CCC(O)CC1	-3	-2	0
O=C(Nc1ccc(N2CCC(NC3Cc4ccccc4C3)CC2)cc1)C1CCCC1	-1	-26	-6
CCC(C)N(CC)C(=O)c1cccc(N2CCS(=O)(=O)CC2)c1 (stereo not given)	-8	.	-7
CCCN1C(=O)C(c2c(C(C)C)[nH]n(-c3ccccc3)c2=O)=C([n+]2ccc(C)c(C)c2)C1=O	-1	-10	-12
CCc1nccn1CCC(=O)NC1CCCc2c1cnn2-c1ccc(F)cc1F (stereo not given)	17&-3	.	-7&-3
O=C(CCn1c(=O)oc2ccc(Cl)cc21)N1CCN(c2ccccc2Cl)CC1	6	-5	5
COCC(=O)Nc1ccc(N2CCN(C(=O)c3ccc(N(C)C)cc3)CC2)nc1	3	-6	-3
CCn1ccnc1CN(C)CC1(O)CCCN(CC2CCCCC2)C1=O (stereo not given)	-4	.	-2
CCOC(=O)c1nn(-c2ccccc2)c(=O)cc1OCc1c(F)cccc1Cl	12	.	-3
CC(C)(C)NC(=O)Cn1c(=O)n(-c2ccc(F)cc2)c(=O)c2oc3ccccc3c21	-5	-7	-3
O=C(NCC1Cc2cc(F)ccc2O1)c1cc(F)cc(C(F)(F)F)c1 (stereo not given)	1	-12	-6
CCCCCCCCCCC[C@@H](C[C@@H]1OC(=O)[C@H]1CCCCCC)OC(=O)[C@H](CC(C)C)NC=O	-10	.	-7
Cc1ccc(C)c(S(=O)(=O)Nc2ccccc2C(=O)NC2CCCCC2)c1	2	-2	1
O=C(Cc1ccccc1)N(CC1CCCO1)c1nc2ccccc2s1 (stereo not given)	0	.	-12
CCc1nc2ccc(C(=O)N(C)Cc3ccccc3)cn2c1N(C)Cc1ccc(N(C)C)cc1	-12	1	3
COc1ccc(NC(=O)Cn2cc(-c3nnc(C)o3)c3ccccc32)cc1	5	-6	-5
O=C(CSc1nnc(-c2ccccc2)n1-c1ccccc1)N/N=C\c1cccc2ccccc12	-4	.	-7
CC(NC(=O)c1ccncc1)c1ccc2c(c1)OCCO2 (stereo not given)	3	.	-6
Cc1nc(CC(=O)NCC2OCCc3ccccc32)cs1 (stereo not given)	-4	-13	-4
Cc1cc(C)cc(C(=O)Nc2c3c(nn2-c2ccc(C)cc2C)CS(=O)C3)c1 (stereo not given)	-2	.	-2
Cn1nc(C(=O)N2CC[C@H](CO)[C@H](O)C2)c2c1CCCC2	5	.	-6
COc1ccc(NC(=O)c2sc(=O)n(Cc3ccc(Cl)c(Cl)c3)c2C)cc1OC	9	.	-6
COc1ccc(-c2nnc3ccc(SCC(=O)Nc4ccc(C)c(Cl)c4)nn23)cc1	13	-5	-5
SMILES	NPYLR7 agonist	mcGAS lum	hcGAS inh
Cc1cc(C)n(CCC2CC(=O)Nc3n[nH]c(-c4cccs4)c32)n1 (stereo not given)	.	-8	-1
CC(=O)N1CCN(c2cc(Cl)nc(SCC(=O)N3CC(C)OC(C)C3)n2)CC1C (stereo not given)	-17	0	0
COc1ccc(C)c2sc(N(CCCN3CCOCC3)C(=O)c3ccc(C#N)cc3)nc12	-5	-2	-2
CC(=O)c1ccc(-c2ccccc2NC(=O)c2ccco2)s1	0	.	-7
Nc1cc([N+](=O)[O-])c(N)c2c1C(=O)c1ccccc1C2=O	-2	-8	-3
CC(C)NC(=O)CNC(C)COc1ccccc1 (stereo not given)	-8	-10	-1
CN1C(=O)N(CC(=O)NCc2ccco2)C(=O)C12CCCCC2	-4	.	5
CCOC(=O)C1(Cc2cccc(F)c2)CCN(Cc2nccn2CC)CC1	-1	.	4
COc1ccccc1N=Nc1ccc(NC(=O)CO)cc1C	-5	.	5
COCCN1CCC(C(=O)N2CC=C(c3ccccc3)CC2)C1 (stereo not given)	2	-18	-7
CCCCNC(=O)C1(C)CCN1C(=O)c1ccc2c(c1)C(C)(C)CCC2(C)C (stereo not given)	4	-7	-11
CC(C)c1nc(CC(=O)Nc2cccnc2N2CCCC2)cs1	5	.	-5
COC(=O)c1occc1Cn1cnc(C#N)n1	-5	.	-12
N#Cc1ccc(C(=O)NCCC2CN(Cc3cnc[nH]3)CCO2)cc1 (stereo not given)	1	.	-1
CC(Oc1ccc(Cl)cc1)C(=O)N1CC=C(c2c[nH]c3ccccc23)CC1 (stereo not given)	11	-6	-5
C=CCCC(O)CN(Cc1c(C)nn(-c2ccccc2)c1Oc1cccc(C)c1)CC(C)C (stereo not given)	-2	-5	-6
Cc1cc(C)c(S(=O)(=O)Nc2ccc(O)c(C(C(=O)OC(C)C)C(=O)C(F)(F)F)c2)c(C)c1 (stereo not given)	4	.	-3
Cc1cc(=O)n(CC(=O)N2C[C@@H]3C4CCC(CC4)[C@@H]3C2)nc1C	5	.	-7
Cc1ccc(F)cc1NS(=O)(=O)c1cc(C(=O)O)n(C)c1	-2	.	5
Cc1ccccc1OCC(=O)NNC(=O)c1ccc(=O)n(Cc2ccc(Cl)cc2)c1	-11	-9	-7
O=C(NCC(=O)N1CCc2sccc2C1)c1ccc2c(c1)OCO2	0	-3	4
Clc1ccc(CNc2ccccc2Cl)cn1	-3	-11	-7
COc1cccc(NC(=O)N2CCC3(CC2)SCCN3C(=O)COc2ccccc2)c1	9	-4	-3
OCCNc1nnc2c(n1)[nH]c1ccccc12	-1	.	6
CCn1ccnc1CN1CCCC(N2CCN(c3cccc(C(F)(F)F)c3)CC2)C1 (stereo not given)	7	.	-1
SMILES	NPYLR7 agonist	mcGAS lum	hcGAS inh
COC(=O)C1=C(C)N=c2sc(=Cc3ccc(C)o3)c(=O)n2C1c1ccc(OC)c(OC)c1 (stereo not given)	7	-4	0
Cc1ccc(N2C(=O)/C(=C/c3ccc([N+](=O)[O-])cc3)C=C2c2ccccc2)c(C)c1	0	-4	-6
Cc1ccc(-c2nc3c(Nc4ccc(C(C)C)cc4)nccc3[nH]2)cc1	-5	-8	-5
COC(=O)c1ccccc1NC(=S)Nc1ccc(CNC(=O)NC(C)C)cc1	-3	-5	-2
CCOC(=O)c1ccc(NC(=O)c2c3c(nn2C2CCS(=O)(=O)C2)CCC3)cc1 (stereo not given)	7	.	-3
Cc1ccc(NC(=O)CNCc2ccc(-c3ccccn3)s2)c(C)c1	16	.	-6
CC(/C=C1\SC(=S)N(C(C)C(=O)O)C1=O)=C\c1ccccc1 (stereo not given)	0	-3	-1
COc1ccc(-n2cc(-c3ccc(Br)cc3)[n+]3c2SCCC3)cc1	9	.	-6
CC(C)(C)c1cc(NC(=O)C2(C)CCN2C(=O)Cc2ccc(-c3ccccc3)cc2)no1 (stereo not given)	-5	-1	0
CC(C)C(NC(=O)COCC1CC1)c1ccc2[nH]c(=O)oc2c1 (stereo not given)	2	.	-9
Brc1ccc(-c2cn(-c3ccccc3)c3[n+]2CCCS3)cc1	2	-5	-4
CN(C)C(=O)c1cnn(-c2ccccc2)c1C(F)(F)F	7	-3	3
C(=C\c1cccc(-n2cnnc2)c1)/c1ccccc1	-3	-15	-3
COc1ccc(C(=O)N2CCCCC2C(=O)OCCc2ccc(OC)c(OC)c2)c(OC)c1 (stereo not given)	5	-2	0
Cc1ccc(/C=C2\C(=O)N(c3nc(-c4ccc(Br)cc4)cs3)N=C2c2ccccc2)o1	4	-2	16
O=C(/C=C/c1ccccc1)Nn1cnc2c(cnn2-c2cccc(Cl)c2)c1=O	4	.	-12
COc1ccc(N2CCN(Cc3ccc(-c4ccn[nH]4)o3)C(C)C2)cc1 (stereo not given)	4	.	-9
Cc1ccc(C(=O)N(C)C)cc1OCc1nc(C)c(C)o1	2	.	-6
NS(=O)(=O)c1ccc(CCNC(=O)CCCn2nc(-c3cccs3)ccc2=O)cc1	2	-7	1
C(=C\c1ccco1)/CN1CCC(CCn2cccn2)CC1	0	.	-2
CCCCN(C(=O)C1CCCO1)C1CC(C)(C)NC(C)(C)C1 (stereo not given)	1	.	3
Cn1cc(CN(Cc2ccc(Cl)cc2F)C2CC2)cn1	1	.	-5
CCCCn1c(=O)c2c(nc3n2CCCN3c2ccc(OC)cc2OC)n(C)c1=O	0	.	-2
O=C(O)C1(O)CCN(c2ncc(F)cn2)CC1	-5	3	1
Cc1nc2scc(C)n2c(=O)c1S(=O)(=O)NCCN1CCOCC1	16	.	-9
COc1cccc(CNC(=O)N2CCN(c3ccc(NC(=O)c4ccc(C)cc4)cn3)CC2)c1	10	-8	-7
C1=C[C@H]2C[C@@H]1C[C@H]2Cc1nc(-c2cnccn2)no1	12	-10	-5

Three of the compounds above, with bars between the fields.
SMILES | NPYLR7 agonist | mcGAS lum | hcGAS inh
O=C(/C=C/c1ccccc1)Nn1cnc2c(cnn2-c2cccc(Cl)c2)c1=O | 4 | . | -12
COc1ccc(N2CCN(Cc3ccc(-c4ccn[nH]4)o3)C(C)C2)cc1 (stereo not given) | 4 | . | -9
Cc1ccc(C(=O)N(C)C)cc1OCc1nc(C)c(C)o1 | 2 | . | -6
